Mm-Cpn inhibitor: Inhibitors of TCP-1 ring complex (TRiC) of Methanococcus maripaludis (MmCpn): qHTS. Chaperonin Mm-Cpn (Methanococcus maripaludis). purified Mm-Cpn ATPase, ADP Transcreener TR-FRET. Potency, µM (titrated, usually from 76.9 µM), inactives show at the top dose activity, negative = inhibition, most hits filed as inhibitors. hit rate 0.031% among 330,000; also: potency is read from the fitted curve at half-maximal effect; % is scaled to controls: 0 for no effect and ±100 for the full control effect; nearly all actives have a fitted effect of over 80% in size
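25 nM Mm-CPN + cpd, 10 min 37°C; + 10 uM ATP, 30 min 37°C; buffer 30 mM Tris pH 7.4, 100 mM KCl, 5 mM MgCl2, 1 mM DTT; Transcreener ADP HTRF detection 30 min RT.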
pAkt inh: HTS Assay for Inhibitors of Akt Phophorylation: Primary Screen | Neuro2A IGF-stimulated pAkt S473 HTRF, 20 min; active compounds read low | activity change, % for hits at 50 µM | hit rate 0.32% among 360,000; in the data active = activity change below about -80%; inconclusive = mostly about -51% to -80%; also: % is scaled to controls: 0 for no effect and ±100 for the full control effect
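Neuro2A cells (4,500/well, DMEM with 0.5% FBS) were treated with compound at a single 50 µM final concentration, stimulated with 6 nM IGF for 20 min at 37 °C, and lysed. Phospho-Akt Ser473 was read by HTRF as 665/615 ratio ×10^4.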
TDP-43 yeast inh: qHTS of TDP-43 Inhibitors. TDP-43 expressing yeast growth rescue, BacTiter-Glo, 24 h. Potency, µM (series often up to 46.1 µM), for inactives: at the top dose growth rescue (activation), actives largely listed as activators. hit rate 1.8% among 410,000; also: potency is read from the fitted curve at half-maximal effect; % of control where 0% means no effect; nearly all actives have a fitted effect of over 50% in size
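Yeast expressing TDP-43 (pregrown in raffinose, seeded at OD600=0.02 in galactose medium) exposed to compounds 24 hr at 30 deg C. Growth read by BacTiter-Glo luminescence; rescue of toxicity appears as increased signal.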
aSyn rescue: qHTS of alpha-syn Inhibitors; hit rate 0.14% among 370,000; Yeast expressing alpha-synuclein, growth rescue, BacTiter-Glo, 24 h; Potency, µM (series often up to 46.1 µM), inactives show top-dose growth rescue (activation), actives largely listed as activators; also: potency is read from the fitted curve at half-maximal effect; % of control where 0% means no effect; nearly all actives have a fitted effect of over 65% in size
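Screening used galactose-induced yeast with toxic alpha-synuclein levels, exposed to compound for 24 hr at 30 deg C. Cell growth, read with BacTiter-Glo luminescence, gave the measured signal.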
GLP-1R inv ag: qHTS of GLP-1 Receptor Inverse Agonists (Inhibition Mode). HEK293 GLP-1R CRE-luciferase, luminescence, 24 h; GLP-1R form is constitutively active. Potency, µM (series often up to 38.3 µM), for inactives: top-dose activity change, negative = inhibition, actives largely listed as inhibitors. hit rate 1.6% among 410,000. AID 624417, 2012; also: potency is read from the fitted curve at half-maximal effect; % is scaled to controls: 0 for no effect and ±100 for the full control effect; nearly all actives have a fitted effect of over 55% in size
Target sequence (P43220 whole entry, looked up): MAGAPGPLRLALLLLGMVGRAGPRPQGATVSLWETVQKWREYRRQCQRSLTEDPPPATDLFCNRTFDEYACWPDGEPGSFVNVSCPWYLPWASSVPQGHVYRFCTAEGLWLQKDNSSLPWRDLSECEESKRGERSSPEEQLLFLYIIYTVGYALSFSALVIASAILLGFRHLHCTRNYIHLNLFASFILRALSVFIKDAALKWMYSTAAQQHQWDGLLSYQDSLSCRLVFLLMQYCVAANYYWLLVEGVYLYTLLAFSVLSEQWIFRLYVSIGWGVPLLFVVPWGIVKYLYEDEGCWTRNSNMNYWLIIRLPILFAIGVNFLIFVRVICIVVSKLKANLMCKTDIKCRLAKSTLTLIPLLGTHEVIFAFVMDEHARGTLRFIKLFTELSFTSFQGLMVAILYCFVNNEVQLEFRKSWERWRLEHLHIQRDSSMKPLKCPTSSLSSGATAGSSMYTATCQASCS
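qHTS in 1536-well format: reporter HEK293 cells expressing constitutive GLP-1R activity in DMEM + 10% Nu serum, 24 hr with compounds at 37 deg C, luminescence read after 12 min with detection reagent.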
PTHR1 ag: qHTS for PTHR1 Agonists: Primary Screen | Parathyroid hormone/parathyroid hormone-related peptide receptor (Homo sapiens), Q03431 | HEK293 GP2 PTHR1 cells, GloSensor cAMP luminescence, 1 h | Potency, µM (titrated, usually from 115 µM), inactives show top-dose activation, most hits filed as activators | hit rate 0.075% among 410,000 | AID 743266, 2014; also: potency is read from the fitted curve at half-maximal effect; nearly all actives have a fitted effect of over 55% in size; some results filed as inactive show a strong effect at the top dose; inactives centre near -15; many of its hits are not listed in these tables
Target sequence (Q03431 whole entry, looked up): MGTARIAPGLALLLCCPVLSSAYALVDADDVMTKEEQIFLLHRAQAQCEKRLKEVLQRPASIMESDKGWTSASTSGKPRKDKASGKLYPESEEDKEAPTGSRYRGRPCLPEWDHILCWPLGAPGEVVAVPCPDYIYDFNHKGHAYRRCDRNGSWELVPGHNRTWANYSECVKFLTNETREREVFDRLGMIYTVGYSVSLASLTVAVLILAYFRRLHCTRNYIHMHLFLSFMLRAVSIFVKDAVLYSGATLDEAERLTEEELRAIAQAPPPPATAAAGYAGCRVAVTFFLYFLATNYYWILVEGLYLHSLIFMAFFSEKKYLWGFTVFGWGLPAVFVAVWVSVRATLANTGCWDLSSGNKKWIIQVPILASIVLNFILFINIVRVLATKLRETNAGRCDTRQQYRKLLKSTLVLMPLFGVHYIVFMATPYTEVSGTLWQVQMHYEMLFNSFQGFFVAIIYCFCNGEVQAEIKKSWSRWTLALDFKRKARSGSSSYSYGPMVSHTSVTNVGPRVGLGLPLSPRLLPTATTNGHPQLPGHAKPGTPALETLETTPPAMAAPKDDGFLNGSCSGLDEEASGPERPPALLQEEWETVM
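HEK-293-derived GP2 cells expressing PTHR1 and a GloSensor cAMP reporter, 3,000/well, plated overnight, given luciferin plus IBMX (each 0.5 mM as added) for 1 h at 37 °C, then compound for 1 h at 37 °C. Luminescence was read after 15 min at room temperature.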
HEK293 tox: qHTS of GLP-1 Receptor Inverse Agonists: Cytotox Screen; AID 624418, 2012; hit rate 0.13% among 410,000; Potency, µM (titrated, usually from 38.3 µM), for the others: at the top dose activity change, negative = inhibition, usual class: inhibitors; HEK293 cAMP-luciferase reporter cells, luminescence, 24 h;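 also: loss of luciferase light is scored as toxicity; potency is read from the fitted curve at half-maximal effect; % is scaled to controls: 0 for no effect and ±100 for the full control effect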
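Cells in DMEM/10% Nu serum/1% pen-strep, 1536-well format. Pre-incubated 12 h, dosed with 23 nL compound, incubated a further 24 h. Luciferase detection, 12 min at room temp, luminescence.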
Abeta yeast res: qHTS for compounds that reverse cellular toxicity of Amyloid beta (A-beta) peptide in yeast: Primary Screen. yeast expressing A-beta42, growth rescue, OD600, 48 h; response scale: 0% DMSO, 100% iron-clioquinol control. Potency, µM (top dose mostly 46.1 µM), for inactives: at the top dose growth rescue, usual class: activators. hit rate 0.063% among 410,000. AID 1347071, 2019; also: potency is read from the fitted curve at half-maximal effect; nearly all actives have a fitted effect of over 55% in size
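Yeast growth medium received pinned compounds, then yeast cells expressing toxic A-beta were added; plates incubated at 30 C for 48 hr. Growth read as absorbance at 600 nm, normalized to DMSO and equimolar FeCl3 plus clioquinol controls.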
FUS yeast rescue: qHTS for Suppressors of FUS Proteinopathy: Primary screen using FUS-linked yeast assay. Potency, µM (top dose mostly 76.6 µM), inactives show at the highest dose growth rescue (activation), most hits filed as activators. S. cerevisiae FUS-expressing, growth rescue, OD600, 24 h. hit rate 0.24% among 390,000. AID 1347120, 2019;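 also: potency is read from the fitted curve at half-maximal effect; plate controls were DMSO vehicle for no effect and reference control for full effect; nearly all actives have a fitted effect of over 55% in size; some results filed as inactive show a strong effect at the top dose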
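Galactose (2%) drives FUS expression in yeast precultured in raffinose; seeding density OD 0.005. Test compounds incubated 24hr at 30C and 99% humidity before absorbance at 600 nm was measured.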
Numbers without * were called inactive; & = joins results of further samples; [ ] = dose if it differs, or a comment. Unless noted, calls follow the shape of the dose curve; as a rule, active = well fitted curve in the direction sought with a large enough effect; inconclusive = small, poorly fitted or top-dose-only effect, or another doubt; inactive = no such curve, though single readings can be large; an effect the other way counts as inactive or inconclusive.

CC(C)n1cc(CN2CCCC(CNS(=O)(=O)c3cccc4cccnc34)C2)cn1 (configuration not stated) was read as Mm-Cpn inhibitor 0%, pAkt inh inactive, TDP-43 yeast inh 6%, aSyn rescue -1%, GLP-1R inv ag 24%, PTHR1 ag -2%, HEK293 tox -5%, Abeta yeast res -11% and FUS yeast rescue -13%.
Screening CC(C)(Oc1ccc(Cl)cc1)C(=O)OCC(=O)NCCc1ccc(S(N)(=O)=O)cc1 returned Mm-Cpn inhibitor -2%, pAkt inh inactive, TDP-43 yeast inh -10%, aSyn rescue 0%, GLP-1R inv ag -15%, PTHR1 ag -23%, HEK293 tox -8%, Abeta yeast res -2% and FUS yeast rescue 15%.
`O=C1C2C3C=CC(C2C(=O)N1c1ccc(O)cc1)C1C2C(=O)N(c4ccc(O)cc4)C(=O)C2C31` (configuration not stated) gave Mm-Cpn inhibitor 0%, pAkt inh inactive, TDP-43 yeast inh 14%, aSyn rescue 1%, GLP-1R inv ag 9%, PTHR1 ag inactive, HEK293 tox 2%, Abeta yeast res 5% and FUS yeast rescue 4%.
Cc1ccc(/C=N/NC(=O)c2n[nH]c3c2CCCC3)cc1 was read as Mm-Cpn inhibitor -3%, pAkt inh inactive, TDP-43 yeast inh 8%, aSyn rescue 3%, GLP-1R inv ag inconclusive, PTHR1 ag -22%, HEK293 tox inconclusive, Abeta yeast res 0% and FUS yeast rescue 10%.
COc1ccc(-c2nc(CN3CCN(c4ccccc4OC)CC3)c(C)o2)cc1 was read as Mm-Cpn inhibitor 1%, pAkt inh inactive, TDP-43 yeast inh -16%, aSyn rescue 9%, GLP-1R inv ag inconclusive, PTHR1 ag -51%[inhibitor], HEK293 tox -12%, Abeta yeast res -22% and FUS yeast rescue 11%.
`O=S(=O)(c1ccc(Cl)s1)N1CCN(C/C=C/c2ccccc2)CC1` gave Mm-Cpn inhibitor inconclusive, pAkt inh inactive, TDP-43 yeast inh -27%, aSyn rescue -3%, GLP-1R inv ag inconclusive, PTHR1 ag -23%[57.5 µM], HEK293 tox 3%, Abeta yeast res -6% and FUS yeast rescue inconclusive.
For COC(=O)c1cc(COc2ccc3oc(C)c(C(=O)OC(C)C)c3c2)c(C)o1 the results were Mm-Cpn inhibitor -1%, pAkt inh inactive, TDP-43 yeast inh 6%, aSyn rescue 1%, GLP-1R inv ag 0%, PTHR1 ag -19%, HEK293 tox 8%, Abeta yeast res 3% and FUS yeast rescue -12%.
`CSc1ccc(CNC(=O)c2c(C)noc2C)s1` gave Mm-Cpn inhibitor 0%, pAkt inh inactive, TDP-43 yeast inh 23%, aSyn rescue 2%, GLP-1R inv ag 2%, PTHR1 ag inactive, HEK293 tox 18%, Abeta yeast res 9% and FUS yeast rescue 6%.
For Cc1cccc(CSc2nc3c(sc4ccccc43)c(=O)n2CCC(=O)NC(C)C)c1 the results were TDP-43 yeast inh -17%, GLP-1R inv ag -1%, PTHR1 ag 18%, HEK293 tox -1%, Abeta yeast res -11% and FUS yeast rescue 11%.
`COc1ccc(-c2ccc3nccn3c2)cc1` gave pAkt inh inactive, TDP-43 yeast inh 5%, aSyn rescue 1%, GLP-1R inv ag 8%, PTHR1 ag inactive, HEK293 tox 1%, Abeta yeast res -15% and FUS yeast rescue -14%.
`OCCC1CN(Cc2cnc(-c3ccccc3)s2)CCN1Cc1ccccc1` (configuration not stated) gave Mm-Cpn inhibitor -1%, pAkt inh inactive, TDP-43 yeast inh -17%, aSyn rescue -5%, GLP-1R inv ag inconclusive, PTHR1 ag -31%[inhibitor], HEK293 tox 0%, Abeta yeast res -6% and FUS yeast rescue 9%.
`CCOC(=O)c1c(NC(=O)c2ccc(S(=O)(=O)N3CCOCC3)cc2)sc2c1CC(C)(C)NC2(C)C` gave Mm-Cpn inhibitor -3%, pAkt inh inactive, TDP-43 yeast inh 4%, aSyn rescue 1%, GLP-1R inv ag -3%, PTHR1 ag 14%, HEK293 tox -1%, Abeta yeast res 14% and FUS yeast rescue 14%.
For CC1CCCC(C)N1/N=C/c1cc(Br)cc(Br)c1O (configuration not stated) the results were Mm-Cpn inhibitor -1%, pAkt inh inactive, TDP-43 yeast inh 7%, aSyn rescue 3%, GLP-1R inv ag 14%, PTHR1 ag inactive, HEK293 tox -9% and Abeta yeast res 27%.
For O=C(c1ccccc1)c1ccc(OCC(O)CN2CCOCC2)cc1 (configuration not stated) the results were pAkt inh inactive, TDP-43 yeast inh -24%, aSyn rescue -1%, GLP-1R inv ag -18%, PTHR1 ag inactive, HEK293 tox -9%, Abeta yeast res 10% and FUS yeast rescue 0%.
Screening CCOc1cc(C=O)cc(Cl)c1OCC(N)=O returned Mm-Cpn inhibitor 4%, pAkt inh inactive, TDP-43 yeast inh 0%, aSyn rescue 9%, GLP-1R inv ag 18%, PTHR1 ag -21%, HEK293 tox -23%, Abeta yeast res -11% and FUS yeast rescue -6%.
`CC1CCN(C(=O)CSc2nnc(-c3ccco3)o2)CC1` gave Mm-Cpn inhibitor 0%, pAkt inh inactive, TDP-43 yeast inh 11%, aSyn rescue -8%, GLP-1R inv ag 11%, PTHR1 ag -14%, HEK293 tox -25%, Abeta yeast res -5% and FUS yeast rescue 11%.
`CCN(C(=O)COC(=O)c1[nH]c(=O)[nH]c(=O)c1N)c1ccccc1` gave Mm-Cpn inhibitor 0%, pAkt inh inactive, TDP-43 yeast inh 16%[9.22 µM], aSyn rescue 3%, GLP-1R inv ag -11%, PTHR1 ag inactive, HEK293 tox 2%, Abeta yeast res 9% and FUS yeast rescue 0%.
COc1cc(OC)c(/C=N/NC(=O)c2ccc(NC(C)=O)cc2)cc1Br was read as Mm-Cpn inhibitor -3%, pAkt inh inactive, TDP-43 yeast inh -7%, aSyn rescue -11%, GLP-1R inv ag 15%, PTHR1 ag -10%, HEK293 tox -7%, Abeta yeast res -5% and FUS yeast rescue 37%.
`O=C(Nc1ccc2c(c1)OCO2)N1CCN(c2cccc(C(F)(F)F)c2)CC1` gave Mm-Cpn inhibitor -1%, pAkt inh inactive, TDP-43 yeast inh 10µM*, aSyn rescue -9%, GLP-1R inv ag -21%, PTHR1 ag -36%[inhibitor], HEK293 tox inconclusive, Abeta yeast res 1% and FUS yeast rescue 5%.
For Cc1ccc(C(c2c(C)[nH][nH]c2=O)c2c(C)[nH][nH]c2=O)cc1[N+](=O)[O-] the results were Mm-Cpn inhibitor -2%, pAkt inh inactive, TDP-43 yeast inh -1%, aSyn rescue -3%, GLP-1R inv ag 7%, PTHR1 ag -21%, HEK293 tox -9% and Abeta yeast res -2%.
Screening COc1cccc(NC(=S)NNC(=O)Cn2nc([N+](=O)[O-])cc2C)c1 returned Mm-Cpn inhibitor -2%, pAkt inh inactive, TDP-43 yeast inh -2%, aSyn rescue -2%, GLP-1R inv ag 7%, PTHR1 ag inactive, HEK293 tox 9%, Abeta yeast res -5% and FUS yeast rescue 17%.
Screening O=C(Nc1nnc(-c2cccc(F)c2)s1)Nc1ccccc1F returned Mm-Cpn inhibitor 2%, pAkt inh inactive, TDP-43 yeast inh -16%[0.397 µM], aSyn rescue -10%, GLP-1R inv ag 36%[activator], PTHR1 ag inactive, HEK293 tox 1%, Abeta yeast res 1% and FUS yeast rescue -8%.
CCOC(=O)/N=C(/NC(=O)Nc1ccc(C(=O)OCC)cc1)OC was read as Mm-Cpn inhibitor 1%, pAkt inh inactive, TDP-43 yeast inh -6%, aSyn rescue -9%, GLP-1R inv ag 1%, PTHR1 ag inactive, HEK293 tox -12%, Abeta yeast res -22% and FUS yeast rescue -2%.
Screening CCOc1ccc2nc(SCC(=O)c3ccc(C)s3)sc2c1 returned Mm-Cpn inhibitor -15%, pAkt inh inactive, TDP-43 yeast inh 8%, aSyn rescue 0%, GLP-1R inv ag 5%, PTHR1 ag -29%, HEK293 tox -6%, Abeta yeast res 14% and FUS yeast rescue 4%.
For O=C(COc1ccccc1F)N1CCc2ccccc2C1 the results were Mm-Cpn inhibitor -1%, pAkt inh inactive, TDP-43 yeast inh inconclusive, aSyn rescue 5%, GLP-1R inv ag 10%, PTHR1 ag -5%, HEK293 tox -3%, Abeta yeast res 2% and FUS yeast rescue 33%.
For Cc1cccc(N2CCN(C(=O)C3CCN(S(=O)(=O)c4c(C)noc4C)CC3)CC2C)c1 (configuration not stated) the results were Mm-Cpn inhibitor -3%, pAkt inh inactive, TDP-43 yeast inh -18%&25%, aSyn rescue -1%, GLP-1R inv ag inconclusive, PTHR1 ag -46%&-24%[inhibitor], HEK293 tox 16%&-7%, Abeta yeast res -2%&5% and FUS yeast rescue 18%&21%.
Cc1cccc(C)c1-n1nnnc1C(c1ccnc2ccccc12)N(CCC#N)Cc1ccccc1 (configuration not stated) was read as pAkt inh inactive, TDP-43 yeast inh 14%, aSyn rescue -5%, GLP-1R inv ag inconclusive, PTHR1 ag -54%[inhibitor], HEK293 tox -19%, Abeta yeast res -10% and FUS yeast rescue inconclusive.

Assay outcomes (PubChem BioAssay)

This is a subset (hit frequency here may not be typical).
